Assay outcomes from PubChem BioAssay.
Sm TGR inh – qHTS Assay for the Inhibitors of Schistosoma Mansoni Peroxiredoxins | Schistosoma mansoni thioredoxin glutathione reductase (TGR), Q962Y6 | purified TGR, DTNB reduction, TNB absorbance 405 nm | Potency, µM (titrated, usually from 114 µM), for the others: at the highest dose activity change, negative = inhibition, actives largely listed as inhibitors | 360,000 compounds, 3% hits | AID 485364, 2010; further: nearly all actives have a fitted effect of over 60% in size
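Kinetic colorimetric format: TGR-catalysed, NADPH-driven DTNB reduction monitored via TNB absorbance. Enzyme dispensed at 20 nM; compound exposure 15 min at room temperature before reaction start.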
HCV inhibitor – qHTS Assay for Inhibitors of Hepatitis C Virus (HCV). Huh7.5.1 HCVcc-Cre infection, luciferase reporter, 44 h. Potency, µM (series often up to 41.8 µM), inactives show at the top dose activity change, negative = inhibition, hits mostly inhibitors. 340,000 compounds, 3.4% hits. AID 651820, 2012
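Antiviral activity was scored by luciferase reporter output from cells infected with HCVcc-Cre (~0.5 moi) in presence of compound, 44 h infection period, cells seeded 1,000/well 4 h prior.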
Pf growth 48h – Primary qHTS for delayed death inhibitors of the malarial parasite plastid, 48 hour incubation; P. falciparum luciferase growth in erythrocytes, 48 h; Potency, µM (series often up to 28.7 µM), for inactives: top-dose activity change, negative = inhibition, most hits filed as inhibitors; 310,000 compounds, 5.9% hits; AID 504832, 2011
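Firefly luciferase activity from engineered P. falciparum reports growth; inhibitors lower the luminescent signal. Cultures contained 2% hematocrit erythrocytes at 0.1% final parasitemia.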
Pf growth 96h – Primary qHTS for delayed death inhibitors of the malarial parasite plastid, 96 hour incubation; P. falciparum luciferase reporter growth, 96 h; 320,000 compounds, 6.9% hits; AID 504834, 2011; Potency, µM (highest dose often 28.7 µM), for inactives: at the highest dose activity change, negative = inhibition, usual class: inhibitors
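Two parasite generations (96 h, 37 C, 5% CO2) of compound exposure in infected erythrocytes (0.05% parasitemia, 2% hematocrit). Luciferase-reporter P. falciparum; decreased luminescence indicates inhibited growth, aimed at apicoplast-acting delayed death.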
Tb PYK inh – qHTS of Trypanosoma Brucei Inhibitors; Potency, µM (top dose mostly 76.8 µM), without a hit: at the top dose activity, negative = inhibition, usual class: inhibitors; TbPYK enzyme, Kinase-Glo Plus ATP luminescence, 45 min; 410,000 compounds, 0.12% hits; AID 624173, 2012; further: nearly all actives have a fitted effect of over 50% in size
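TbPYK + substrate in 50 mM TEA pH 7.2, 100 mM KCl, 10 mM MgCl2, 0.05% BSA, 0.01% Tween-20; cpd pinned; ADP 130 uM final; 45 min RT; Kinase-Glo Plus 10 min; luminescence endpoint.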
LmPK inhibitor – qHTS Assay for Inhibitors of Leishmania Mexicana Pyruvate Kinase (LmPK); Q27686; purified LmPK, Kinase-Glo ATP luminescence, 1 h; Potency, µM (doses to about 57.5 µM), inactives show top-dose activity change, negative = inhibition, usual class: inhibitors; 290,000 compounds, 0.37% hits; AID 1721, 2009
Target sequence (Q27686 whole entry, looked up): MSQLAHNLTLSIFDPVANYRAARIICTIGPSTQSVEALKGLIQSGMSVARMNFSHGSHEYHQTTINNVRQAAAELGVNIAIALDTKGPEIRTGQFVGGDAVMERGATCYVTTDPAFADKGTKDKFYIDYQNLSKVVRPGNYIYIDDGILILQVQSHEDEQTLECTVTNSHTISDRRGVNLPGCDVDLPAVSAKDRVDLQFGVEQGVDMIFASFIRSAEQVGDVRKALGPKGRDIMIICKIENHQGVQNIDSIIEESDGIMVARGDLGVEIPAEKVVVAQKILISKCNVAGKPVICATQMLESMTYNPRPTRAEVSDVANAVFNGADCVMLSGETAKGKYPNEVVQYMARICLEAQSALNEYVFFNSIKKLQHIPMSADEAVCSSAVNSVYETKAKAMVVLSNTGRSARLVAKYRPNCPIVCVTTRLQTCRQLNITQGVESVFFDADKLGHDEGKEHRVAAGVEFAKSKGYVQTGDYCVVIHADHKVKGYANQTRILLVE
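ATP generated from ADP (0.1 mM) and PEP (0.5 mM) by 0.1 nM LmPK over 1 h at room temperature (pH 7.2 imidazole buffer) was detected by coupled luciferase luminescence. Values were normalized to uninhibited and no-enzyme wells.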
Active calls of the source: *; i = inactive; ? = inconclusive; . = no result given; [ ] = remark or other dose. The call rests on the fitted dose curve; in most records, active means well fitted curve in the direction sought with a large enough effect; inconclusive means small, poorly fitted or top-dose-only effect, or another doubt; inactive means no such curve, though single readings can be large; an effect the other way counts as inactive or inconclusive. On the % scale 0 is the no-effect control and ±100 the full control effect; potency means the concentration at half of the fitted maximal effect.

SMILES	Sm TGR inh	HCV inhibitor	Pf growth 48h	Pf growth 96h	Tb PYK inh	LmPK inhibitor
NC(=O)c1nsc(C(=O)N(CCCN2CCOCC2)C(C(=O)NC2CCCCC2)c2ccc(Cl)cc2)c1N (configuration not stated)	-3%	3%	?	5%	7%	-2%
CC(=O)c1cc(NC(=O)c2ccc(Cl)cc2)c(=O)oc1/C=C/N(C)C	?	?	7%	54%[activator]	-2%	-22%
COc1ccc(C(CNC(=O)COc2ccccc2C)N2CCCCC2)cc1 (configuration not stated)	-14%	9%	?	?	0%	.
CCc1nnc(NC(=O)CCN2C(=O)CCC2=O)s1	0%	0%	-9%	-7%	3%	1%
COc1ccc(-c2nc(CC(=O)Nc3cccc(S(=O)(=O)NC4=NCCC4)c3)cs2)cc1	-11%	12%	-13%	?	-13%	.
CN(C)C1=NCCN1CCc1ccc(F)cc1	-1%	8%	7%	61%[activator]	1%	.
CCCCCCCCCC(CC)c1ccc(S(=O)(=O)O)cc1 (configuration not stated)	.	.	-10%	15%	2%	.
Cc1nc(SCc2ccc(OCCC(C)C)cc2)n[nH]1	0%	?	0%	1%	0%	1%
CCOc1cc2[nH]c(=S)n(Cc3ccc(C)o3)c(=O)c2cc1OCC	?	?	?	?	-18%	9%
CC(C)CNC(=O)CC(=O)N/N=C/c1ccc(Br)cc1	7%	13%	-5%	-10%	-3%	3%
Cc1ccc(/C=N/NC(=O)Cc2ccc(Cl)cc2)s1	3%	13%	?	?	0%	1%
CCOc1ccc(NC(=O)NC2(C(=O)NCc3ccco3)CCCCC2)cc1	3%	?	23%	16%	-2%	6%
O=C(Nc1ccc(-c2csc(Nc3cccc(C(F)(F)F)c3)n2)cc1)c1cc([N+](=O)[O-])cc(C(F)(F)F)c1	-4%	?	0.83µM*	0.47µM*	0%	-1%
CC1CCCCC1NC(=O)CSc1nnc(COc2ccc(Cl)cc2)o1 (configuration not stated)	4%	-6%	10%	15%	2%	-12%
Cc1cc(C)nc(Nc2ccc(Br)cc2C(=O)O)n1	-26%	2%	15%	?	-1%	0%
CNC(=O)C(=O)N/N=C/c1ccccn1	4%[57.1 µM]	-3%	2%	23%	16%	-9%
O=C(Nc1ccc(F)cc1)c1c(O)c2c(n(Cc3ccccc3)c1=O)CCCC2	0%	-2%	-2%	-4%	3%	0%
CCN(CC)S(=O)(=O)c1ccc2[nH]c(=O)cc(C(=O)NCc3ccccc3)c2c1	-13%	-6%	10%	20%	3%	-2%
COc1ccc2[nH]cc(/C=C/c3cc[n+](C)cc3)c2c1	1%	7.9µM*	1µM*	0.47µM*	-29%	2%
C=CCNC(=O)CSc1nnc(C(CC)N(C)C)n1C1CCCCC1 (configuration not stated)	15%	23%	-7%	-6%	-3%	3%
Cc1cc(C)c(S(=O)(=O)NCc2cn3ccccc3n2)c(C)c1	0%	9%	0%	45%[activator]	1%	-14%
COc1ccc(/C=C\C(=O)NCC(=O)N/N=C/c2ccc(O)cc2O)cc1	0%	-15%	57%[activator]	-6%	-4%	5%
Cc1cc(C)cc(-c2nnc(SCc3ccc(C(=O)O)cc3)o2)c1	17%	18%	14%	i	1%	-8%
O=C(Nc1nc2ccccc2[nH]1)Nc1ccccc1F	2%	2%	130%[activator]	-22%	2%	0%
NS(=O)(=O)c1ccc(CCNC(=O)CN2CCN(Cc3cccc(C(F)(F)F)c3)CC2)cc1	3%	?	0%	6%	-1%	3%
CCOC(=O)C1CCCN(C(=O)c2ccc3c(=O)n(Cc4ccccc4OC)c(=S)[nH]c3c2)C1 (configuration not stated)	-11%	?	?	-23%	-9%	-2%
CC(CN1CCCCC1)OC(=O)COc1ccc(Cl)cc1 (configuration not stated)	-23%	1%	43%[activator]	-18%	-15%	4%
Cc1cc(NC(=O)CCN2C(=O)C3C4CCC(C4)C3C2=O)cc(C)c1Br (configuration not stated)	-8%	?	-2%	0.93µM*	-6%	5%
COc1ccc(/C=N/NC(=O)c2ccc3c(c2)OCO3)c(C(=O)O)c1OC	2%	-29%	15%	-13%	-8%	-3%
COc1n[nH]c2nncnc12	2%	9%	22%	2%	-1%	-5%

Compound profiles, as listed above. Order of screens: Sm TGR inh, HCV inhibitor, Pf growth 48h, Pf growth 96h, Tb PYK inh, LmPK inhibitor
Record of CCN(CC)S(=O)(=O)c1ccc2[nH]c(=O)cc(C(=O)NCc3ccccc3)c2c1 : -13%, -6%, 10%, 20%, 3%, -2%
Record of COc1n[nH]c2nncnc12 : 2%, 9%, 22%, 2%, -1%, -5%
Record of C=CCNC(=O)CSc1nnc(C(CC)N(C)C)n1C1CCCCC1 (configuration not stated) : 15%, 23%, -7%, -6%, -3%, 3%

More structures:
SMILES	Sm TGR inh	HCV inhibitor	Pf growth 48h	Pf growth 96h	Tb PYK inh	LmPK inhibitor
Cc1ccc(C(=O)NCCc2ccccc2)cc1S(=O)(=O)N1CCOCC1	0%	-4%	14%	?	-2%	.
COc1ccc(OC)c(-n2c(N)c(C(=O)NCC3CCCO3)c3nc4ccccc4nc32)c1 (configuration not stated)	-4%	-5%	?	26%	-3%	7%
COC(=O)C1=C(C)NC(=O)CC1c1cc(Br)ccc1F (configuration not stated)	4%	16%	-13%	?	6%	-1%
CC(C)CN(C(=O)CN(C)C(=O)Cc1ccccc1Cl)c1c(N)n(CC(C)C)c(=O)[nH]c1=O	-32%	27%	?	?	-6%	-11%
COc1ccccc1CNC(=O)CCNS(=O)(=O)c1ccc2c(c1)CC(C)N2C(C)=O (configuration not stated)	5%	11%	7%	?	-3%	1%
S=C(c1ccc(Cl)cc1)N1CCOCC1	6%	7%	2%	3%	-30%	2%
COc1ccc2nc(C)cc(C(=O)O)c2c1	-3%	13%	?	.	3%	-3%
Cc1cc(SCC(=O)c2ccccc2)nc(SCC(=O)c2ccccc2)n1	5%	?	2%	-4%	2%	-2%
Cn1c(-c2ccccc2)cnc1SCC(N)=O	-2%	5%	13%	-22%	-1%	-5%
Cc1cc(C)c(S(=O)(=O)NC2CC(C)(C)NC(C)(C)C2)cc1C	16%	-15%	6%	-2%	2%	-3%
Cc1ccc(NC(=O)c2ccc3c(c2)OCCO3)cc1C	2%	?	182%[activator]	11%	0%	-7%
CCn1c2ccccc2c2nnc(SCC(=O)Nc3ccc4c(c3)OCO4)nc21	-16%	-25%	11%	6%	0%	6%
CCOc1ccc(-c2nnc(N)s2)cc1	-2%	-1%	68%[activator]	9%	0%	-7%
Nc1c(/C=C2/C=CC(=O)C(O)=C2)c(=O)nc2sc(CC(=O)N3CCCCC3)nn12	-3%	9%	-8%	-5%	0%	12%
O=C(c1ccc(Cl)c([N+](=O)[O-])c1)N1CCCc2ccccc21	-9%	13%	19%	?	-5%	-3%

Shown bar-delimited: part of the list above.
molecule | Sm TGR inh | HCV inhibitor | Pf growth 48h | Pf growth 96h | Tb PYK inh | LmPK inhibitor
CCCCCCCCCC(CC)c1ccc(S(=O)(=O)O)cc1 (configuration not stated) | . | . | -10% | 15% | 2% | .
Cc1nc(SCc2ccc(OCCC(C)C)cc2)n[nH]1 | 0% | ? | 0% | 1% | 0% | 1%
CCOc1cc2[nH]c(=S)n(Cc3ccc(C)o3)c(=O)c2cc1OCC | ? | ? | ? | ? | -18% | 9%
CC(C)CNC(=O)CC(=O)N/N=C/c1ccc(Br)cc1 | 7% | 13% | -5% | -10% | -3% | 3%
Cc1ccc(/C=N/NC(=O)Cc2ccc(Cl)cc2)s1 | 3% | 13% | ? | ? | 0% | 1%

The results go on:
SMILES	Sm TGR inh	HCV inhibitor	Pf growth 48h	Pf growth 96h	Tb PYK inh	LmPK inhibitor
COCCNC(=O)C(c1ccc(C)o1)N(Cc1cccs1)C(=O)c1snc(C(N)=O)c1N (configuration not stated)	?	?	-10%	-32%	12%	1%
COc1ccc(S(=O)(=O)Nc2cccc(S(=O)(=O)N3CCCCCC3)c2)cc1	-1%	7%	2%	?	12%	-2%
Cc1cccc(C)c1NC(=O)N1CCN(C2CCCCC2)CC1	-7%	27%	-12%	?	0%	0%
CC(=O)Nc1oc(-c2cccc3ccccc23)nc1C#N	-2%	.	-21%	10%	-1%	.
C/C(N)=C(/C#N)C(=O)CSc1nc2cc(Cl)ccc2s1	-9%	8.9µM*	22%	45%	2%	1%
Cc1nc2ccc(-c3ccccc3)cc2o1	2%	5%	-1%	-24%	-6%	-6%
Brc1cccc(-c2nnc3sc(CNCc4ccco4)cn23)c1	-4%	?	.	-75%	0%	5%
CC(C)CNC(=O)C(=O)NCC1OCCCN1S(=O)(=O)c1ccc2c(c1)OCCO2 (configuration not stated)	-29%	-1%	1%	-6%	-5%	-2%
Cc1ccc(CC(=O)Nc2ccc(F)c([N+](=O)[O-])c2)cc1C	-1%	6%	-17%	?	1%	4%
O=S(=O)(c1ccccc1Cl)N1CCCC(c2nc(-c3cccnc3)no2)C1 (configuration not stated)	0%	13%	?	?	-3%	8%
CCOc1ccccc1NC(=S)N1CCN(c2ccc(O)cc2)CC1	-25%	3%	-29%	?	-7%	-7%
CCOC(=O)N1CCN(C(=O)C2COc3ccccc3O2)CC1 (configuration not stated)	5%	-4%	-10%	.	-7%	0%
CCNC(=S)NNC(=O)c1ccoc1C	7%	8%	5%	?	-3%	-2%
Cc1nc2ccc(NS(=O)(=O)c3c(F)cc(F)cc3Br)cc2s1	-1%	?	-3%	-7%	6%	.
CCOC(=O)N1CCN(C(=O)CSc2ccc(-c3cccnc3)nn2)CC1	1%	.	-16%	?	.	1%
Cc1nn(Cc2ccccc2)c2sc(C(=O)NCc3cccnc3)cc12	-1%	7.9µM*	?	?	-2%	-2%
C/C(=N\NS(=O)(=O)c1ccccc1)c1ccc2c(c1)OCO2	4%	7%	79%[activator]	40%[activator]	1%	0%
CN1CCN(S(=O)(=O)c2ccc3c(c2)oc(=O)n3C)CC1	-3%	4%	8%	?	-1%	-9%
CNC(=O)C(=O)NCCN1CCN(S(=O)(=O)c2ccc3ccccc3c2)CC1	5%	9%	142%[activator]	-1%	3%	5%
CCN(CC(=O)Nc1ccccc1C(F)(F)F)C(=O)CSCc1ccc(C)cc1	0%	9%	11%	17%	-11%	.
COc1ccc(CC(=O)N2C[C@H]3C[C@@H](C2)c2cccc(=O)n2C3)cc1	-8%	-39%	-8%	-3%	1%	-10%
Cc1cccn2c(=O)c3cc(C(=O)N4CCCCC4C)sc3nc12 (configuration not stated)	-30%	8%	-24%	-27%	-3%	.
CCS(=O)(=O)c1ccc(O)c(NC(=O)CCCC(=O)O)c1	0%	11%	13%	17%	-1%	-1%
COc1cc(C(=O)Nc2nc3ccc4nc(C)sc4c3s2)cc(OC)c1OC	21%	?	8%	6%	-1%	1%
C=CCNC(=O)CN1C(=O)NC(C)(c2ccc(OC)cc2)C1=O (configuration not stated)	-3%	12%	34%[activator]	19%	-5%	3%
Cc1ccc(C)c2c1[nH]c1ccc([N+](=O)[O-])cc12	-12%	10µM*	19%	.	-3%	9%
O=C1CCCC2=C1C(c1ccncc1)n1c(nc3ccccc31)N2 (configuration not stated)	.	10%	1%	187%[activator]	3%	-3%
COc1cc(CC(=O)NCc2ccc3c(c2)OCO3)cc(OC)c1OC	-31%	2%	-21%	.	3%	2%
COc1ccc(C2CC(c3ccc(Cl)cc3)n3nc(N)nc3N2)cc1 (configuration not stated)	-3%	6%	.	?	-5%	-4%
Cc1ccc(CCNC(=O)C2CCN(S(=O)(=O)c3ccc4c(c3)NC(=O)C(C)S4)CC2)cc1 (configuration not stated)	-16%	6.3µM*	?	?	-2%	4%
